Screens as filed in PubChem.
EBI2 antag = antagonists of human EBI2 receptor | P32249 | inhibition, % at 5 µM | 0.81% of 360,000 active | EBI2 beta-arrestin recruitment, luminescence, 7a,25-OHC stimulated; in the data active means inhibition above about 38%;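 further: enzyme fragment complementation signal reports receptor beta-arrestin coupling in cells; 0% = agonist plus DMSO wells and 100% = wells without agonist; some results beyond the cut were filed as inactive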
Target sequence (P32249 whole entry, looked up, the tested form may be a part): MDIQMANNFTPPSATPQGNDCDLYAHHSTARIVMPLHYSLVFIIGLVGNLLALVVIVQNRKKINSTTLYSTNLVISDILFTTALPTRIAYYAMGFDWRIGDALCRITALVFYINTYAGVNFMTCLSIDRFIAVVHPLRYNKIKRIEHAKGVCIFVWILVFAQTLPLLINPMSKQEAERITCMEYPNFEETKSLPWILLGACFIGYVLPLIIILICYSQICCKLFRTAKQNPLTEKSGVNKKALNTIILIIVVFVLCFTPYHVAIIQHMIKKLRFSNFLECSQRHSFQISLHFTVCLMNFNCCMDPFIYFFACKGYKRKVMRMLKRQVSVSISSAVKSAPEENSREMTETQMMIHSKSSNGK
Mdm2 MdmX PPI = inhibitors of human Mdm2/MdmX interaction. O15151+Q00987. SaOS-2 split-luciferase Mdm2/MdmX complementation, luminescence. inhibition, % at 8 µM. 3% of 330,000 active;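 active means inhibition of at least 50% at 8 µM in the primary screen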
UPR CHOP act = apoptotic UPR (CHOP) activation; activation, % at 10 µM; 0.34% of 330,000 active; CHO-CHOP luciferase reporter, luminescence; percent of tunicamycin response over DMSO baseline;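 active means at 10 µM dose, activation of 40% or more, normalized to positive control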;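 further: 100% = tunicamycin at 10 µg/mL and 0% = DMSO alone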
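measured by = luciferase luminescence | assay system = CHO-CHOP cells, stable luciferase reporter of PERK-eIF2a-CHOP signalling | amount = 500 reporter cells seeded per well | timing = 6 h compound exposure at 37 °C after overnight seeding | controls = positive tunicamycin 10 µg/mL, negative DMSO alone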
CCR6 antagonist = antagonists of human CCR6 receptor. P51684. CHO-K1 CCR6 PathHunter beta-arrestin, luminescence, CCL20-stimulated. inhibition, % at 20 µM. 0.49% of 340,000 active;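 active means compounds whose inhibition of the agonist-driven luminescence signal at 20 µM reaches about 50%, limit read from the data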;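 further: cells stimulated with CCL20 at 14 nM final; plate controls were DMSO with CCL20 for no effect and DMSO without agonist for full effect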
Target sequence (P51684 whole entry, looked up): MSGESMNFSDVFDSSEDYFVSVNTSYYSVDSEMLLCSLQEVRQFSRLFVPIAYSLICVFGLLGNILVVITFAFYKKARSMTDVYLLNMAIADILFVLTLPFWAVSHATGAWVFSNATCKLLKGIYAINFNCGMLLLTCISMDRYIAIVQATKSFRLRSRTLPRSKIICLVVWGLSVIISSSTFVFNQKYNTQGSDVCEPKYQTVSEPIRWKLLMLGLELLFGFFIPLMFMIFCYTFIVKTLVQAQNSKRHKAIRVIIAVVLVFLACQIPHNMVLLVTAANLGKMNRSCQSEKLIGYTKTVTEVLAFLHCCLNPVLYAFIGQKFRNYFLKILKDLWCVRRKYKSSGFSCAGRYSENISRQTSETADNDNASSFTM
tim23-1 inh = inhibits growth of tim23-1 mutant yeast | S. cerevisiae tim23-1 growth, BacTiter-Glo luminescence, 24 h | inhibition, % at 20 µM | 1.3% of 330,000 active | AID 463212;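 active means growth inhibition of the mutant yeast at or above 50%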;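 further: temperature-sensitive mutant grown at 25 °C; plate controls were DMSO-treated mutant yeast for no effect and medium wells lacking yeast for full effect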
APJ agonist = APJ receptor agonism | P35414 | CHO-K1 APJ PathHunter beta-arrestin, luminescence; 0% DMSO wells, 100% apelin | activation, % at 20 µM | 0.11% of 330,000 active;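 active means activation more than six SD over the plate average, tested at 20 µM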;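 further: 0% = DMSO alone and 100% = apelin-13 at 10 nM; some results filed as inactive read as strong as hits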
Target sequence (P35414 whole entry, looked up): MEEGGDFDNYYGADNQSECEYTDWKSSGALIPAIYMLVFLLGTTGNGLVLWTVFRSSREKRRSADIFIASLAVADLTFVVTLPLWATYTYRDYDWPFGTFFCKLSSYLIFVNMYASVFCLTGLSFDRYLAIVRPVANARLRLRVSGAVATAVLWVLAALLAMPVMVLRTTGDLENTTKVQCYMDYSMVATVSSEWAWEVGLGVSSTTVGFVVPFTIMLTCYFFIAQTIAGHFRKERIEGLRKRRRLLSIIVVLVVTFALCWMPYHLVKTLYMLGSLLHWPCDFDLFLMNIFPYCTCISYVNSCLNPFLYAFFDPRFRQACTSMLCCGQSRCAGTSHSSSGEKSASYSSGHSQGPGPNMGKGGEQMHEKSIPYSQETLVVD
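Incubation: overnight seeding, 90 min compound at 25 °C, 1 h detection; test system: PathHunter CHO-K1 APJ (AGTRL-1) beta-arrestin reporter cells; amount: 1000 cells/well; doses: one dose, 20 µM compound, 1% DMSO; measured by: beta-gal luminescence; measure: agonist-driven arrestin binding to APJ; benchmarks: negative DMSO alone, positive Apelin-13 at 10 nM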
CXCR6 block = CXCR6 (human) receptor inhibition; CHO-K1 PathHunter CXCR6 beta-arrestin, luminescence; 0.36% of 360,000 active; O00574; AID 602244; inhibition, % at 20 µM; in the data active means inhibition above about 34%, passing the limit was not always enough;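 further: antagonist mode with CXCL16 agonist at 10 nM final; 0% = 10 nM CXCL16 with DMSO and 100% = unstimulated wells without agonist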
APJ antagonist = antagonists of human APJ apelin receptor; P35414; CHO-K1 APJ beta-arrestin complementation, luminescence; inhibition, % at 20 µM; 0.32% of 330,000 active;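 active means inhibition above about 40% at 20 µM, limit read from the data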;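 further: cells challenged with 10 nM apelin-13 agonist together with compound; plate controls were apelin-13 plus DMSO wells for no effect and DMSO wells lacking apelin-13 for full effect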
XBP1 UPR activ = adaptive UPR (XBP1) activation. CHO-XBP1 luciferase reporter, IRE1-XBP1 UPR activation, luminescence; percent of tunicamycin response, DMSO as zero. activation, % at 20 µM. 0.33% of 330,000 active. AID 463104;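 active means versus positive control, 20 µM dose yields 30% or more activation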;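 further: 100% = tunicamycin at 10 µg/mL and 0% = DMSO only wells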
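Signal: luciferase luminescence; Assay system: CHO-XBP1 luciferase reporter cells; Amount: one thousand reporter cells per well; Dosing: 20 µM single concentration, DMSO 1%; Benchmarks: high control tunicamycin 10 µg/mL final, low control DMSO vehicle only; Schedule: 6 h compound exposure at 37 °C, 5% CO2; Evaluation: percent activation relative to tunicamycin reference.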
* hit, by the source's call. A portion of the library; count on the stated rates, not on these rows.

SMILES	EBI2 antag	Mdm2 MdmX PPI	UPR CHOP act	CCR6 antagonist	tim23-1 inh	APJ agonist	CXCR6 block	APJ antagonist	XBP1 UPR activ
COc1cc(NC2c3ccccc3C(=O)N2Cc2ccc3c(c2)OCO3)cc(OC)c1OC (stereo unspecified)	2	22	-2.7	-3	-1	-7	6	-6	-6
COc1cc(NC(=O)Cc2ccccc2OC)cc(OC)c1	4	-18	2.1	17	6	-5	3	-17	0
CC1CCCN(C(=O)C2CCN(S(=O)(=O)c3cccc4cccnc34)CC2)C1 (stereo unspecified)	9	17	1.0	13	1	1	-3	5	-3
Cc1cc([N+](=O)[O-])ccc1NC(=O)Nc1ccccc1F	-3	27	0.1	19	-3	-2	-7	18	2
CN1CCN(C(=O)CN2C(=O)COc3ccc(S(=O)(=O)N4CCOCC4)cc32)CC1	-7	8	1.0	5	2	-1	7	6	-2
Cc1ccc(-c2n[nH]c(=S)n2/N=C\c2ccco2)cc1	-17	8	-2.3	5	34	-2	18	6	-2
Cc1ccc(C(=O)NCCSCc2ccc(Cl)cc2Cl)cc1[N+](=O)[O-]	-4	16	-0.4	14	16	-4	-8	0	-2
O=C(CCn1c(=O)oc2ccccc21)N1CCN(c2ccc(F)cc2)CC1	-1	6	-0.9	-5	9	-8	-1	-3	-3
COc1ccc(NC(=O)c2ccc(-c3ccccc3)cc2)cc1NS(=O)(=O)c1ccc(F)cc1	20	13	3.6	8	8	1	7	-17	2
COc1ccccc1Oc1ccc(NC(=O)c2ccc(Cl)cc2)cc1	32	17	-1.3	16	-17	2	-8	11	2
COc1ccc(/C=N/NC(=O)c2ccncc2)cc1Cn1nc([N+](=O)[O-])c(Br)c1C	1	26	-1.1	1	11	2	-3	-3	0
COc1ccccc1N1C(=NC(=O)CCc2ccccc2)SC2CS(=O)(=O)CC21 (stereo unspecified)	-11	1	2.6	2	14	-4	7	6	-7
Cc1cc2ncn(C3CC(=O)N(Cc4ccccc4)C3=O)c2cc1C (stereo unspecified)	-5	-16	0.1	-3	23	4	5	11	-2
C=CCOc1c2ccc(C(=O)NCCc3ccc(C)cc3)cc2nn1C	-20	7	-1.1	7	2	-6	-2	5	-1
O=C(COC(=O)c1ccc(F)cc1F)NCCNC(=O)COC(=O)c1ccc(F)cc1F	9	16	0.1	0	12	-2	0	-5	0
COc1ccc(N2C(=O)c3cccc4cc(Br)cc(c34)C2=O)cc1	1	2	2.1	-10	5	0	4	4	-3
COc1cc(OC)c(NC(=O)Cc2cccs2)cc1Cl	-1	-20	0.3	10	22	1	11	7	-5
CCN(C(=O)c1ccc(S(=O)(=O)N2CCOCC2)cc1)C1CCS(=O)(=O)C1 (stereo unspecified)	2	-18	1.4	-3	9	-3	9	11	-2
O=C(COC(=O)COc1ccccc1)Nc1cccc([N+](=O)[O-])c1	0	7	-0.6	-8	22	-1	0	6	-3
Cc1c(Cl)cccc1NC(=O)COC(=O)CCc1nc2ccccc2n1-c1ccccc1	9	-8	2.2	11	18	-3	4	-1	1
Cc1nc(C(=O)NC2CCCCC2)sc1C1(C)CC(c2cccc([N+](=O)[O-])c2)=NO1 (stereo unspecified)	28	39	0.2	19	0	5	5	11	-2
CC1CCCCN1CCNC(=O)Cn1nc(-c2ccccc2)ccc1=O (stereo unspecified)	-5	-12	-0.2	22	6	1	1	7	3
CCn1nnnc1SCC(=O)c1ccc(C)cc1C	-7	-74	-1.5	-7	28	-3	0	2	-1
CCc1nnc(NC(=O)C2c3ccccc3Oc3ccccc32)s1	-6	15	-1.2	7	28	-6	-12	2	-4
CC1=C(C(=O)OC(C)C)C(c2ccccc2)NC(=S)N1C (stereo unspecified)	-16	15	0.0	1	14	-3	0	5	3

Single records, from the list above. Screens in order: EBI2 antag | Mdm2 MdmX PPI | UPR CHOP act | CCR6 antagonist | tim23-1 inh | APJ agonist | CXCR6 block | APJ antagonist | XBP1 UPR activ
Profile of O=C(COC(=O)COc1ccccc1)Nc1cccc([N+](=O)[O-])c1 : 0 | 7 | -0.6 | -8 | 22 | -1 | 0 | 6 | -3
Profile of Cc1c(Cl)cccc1NC(=O)COC(=O)CCc1nc2ccccc2n1-c1ccccc1 : 9 | -8 | 2.2 | 11 | 18 | -3 | 4 | -1 | 1
Profile of CC1CCCCN1CCNC(=O)Cn1nc(-c2ccccc2)ccc1=O (stereo unspecified) : -5 | -12 | -0.2 | 22 | 6 | 1 | 1 | 7 | 3
Profile of Cc1cc2ncn(C3CC(=O)N(Cc4ccccc4)C3=O)c2cc1C (stereo unspecified) : -5 | -16 | 0.1 | -3 | 23 | 4 | 5 | 11 | -2
Profile of Cc1cc([N+](=O)[O-])ccc1NC(=O)Nc1ccccc1F : -3 | 27 | 0.1 | 19 | -3 | -2 | -7 | 18 | 2

Carrying on:
SMILES	EBI2 antag	Mdm2 MdmX PPI	UPR CHOP act	CCR6 antagonist	tim23-1 inh	APJ agonist	CXCR6 block	APJ antagonist	XBP1 UPR activ
Cc1ccc2c([N+](=O)[O-])c(C)ccc2n1	-8	22	-1.3	0	-5	-5	-1	4	1
CCN1CCN(C(c2cc3cccc(C)c3[nH]c2=O)c2nnnn2Cc2ccccc2)CC1 (stereo unspecified)	-5	14	-1.3	0	0	-5	6	9	0
CN1CCN(NC(=O)c2cc(S(=O)(=O)Nc3ccc(Cl)cc3)ccc2Cl)CC1	-10	6	-1.8	1	12	-5	-5	1	-4
Cc1ccc(NC(=O)N2CCCC2C(=O)NCc2ccc(Cl)cc2)cc1 (stereo unspecified)	14	13	1.5	11	14	1	-8	-5	-3
Cc1ccc(C)c(NC(=S)N2CCN(CCO)CC2)c1	-3	-6	0.1	0	-2	-3	-6	4	0
COc1cccc(CN(C)CC2CCCN(CCc3ccccc3C)C2)c1 (stereo unspecified)	-4	21	1.1	11	-11	-4	5	-20	-5
CN(CC(=O)O)C(=O)c1ccccc1	-4	-6	-0.1	-10	16	-2	-3	-4	3
COCCn1c(N)c(N(Cc2ccccc2)C(=O)c2ccc3ccccc3c2)c(=O)[nH]c1=O	0	6	-0.6	3	28	-2	8	-2	-1
CCCCN1CC(=O)N2[C@H]3c4cc(C)ccc4OC[C@@H]3[C@H](C(=O)OCC)[C@]2(C)C1=O	3	15	1.1	8	-3	-3	-11	-4	0
CCCNC(=O)NC(=O)COC(=O)c1cccc(NS(=O)(=O)c2ccc(F)c(F)c2)c1	-12	4	1.0	-2	17	3	-3	10	-1
CC(=O)Nc1ccc(SCC(=O)c2cc(C)n(C)c2C)cc1	-7	-2	0.6	0	26	-2	-1	-5	-2
CCC(C)NC(=O)CCc1nc2ccccc2n1-c1ccccc1 (stereo unspecified)	7	-13	0.7	3	18	-4	6	1	-2
COc1ccc(Nc2ncc(F)c(N3CCOCC3)n2)cc1	-3	-34	-2.6	8	11	0	-2	-7	-4
Cc1nc2ccc(NC(=O)Cc3c(F)cccc3Cl)cc2s1	5	-66	1.6	9	25	3	-2	3	3
Cc1noc(C)c1COc1ccc(C(=O)NCCc2ccc(F)cc2)cc1	-3	41	-0.1	8	15	-4	-6	-55	2
CN1CC(=O)N2C(c3cccc([N+](=O)[O-])c3)c3[nH]c4ccccc4c3C[C@H]2C1=O (stereo partly specified)	1	9	0.4	17	-5	-2	16	15	-6
CC1(C)C(=O)NCCN1C(=O)c1ccc2nc(Cc3ccccc3F)oc2c1	-6	17	0.1	-1	-5	2	-6	3	-4
CC1Cc2ccccc2N1C(=O)COC(=O)c1ccc(Br)o1 (stereo unspecified)	5	8	0.1	12	4	0	-2	-9	-2
C[C@H](NC(=O)C1(c2ccccc2)CCN(C(=O)[C@H]2CSCN2C(=O)OC(C)(C)C)CC1)C(=O)O	-3	12	1.9	2	8	-2	-8	-1	1
O=C(CN(C(=O)c1csnn1)c1ccc(Cl)cc1)NCc1ccc2c(c1)OCO2	0	-21	2.7	7	2	-1	3	-11	3
O=C(Nc1ccc(-c2nc3ccccc3o2)cc1)c1ccc(N2C(=O)C3C4C=CC(C4)C3C2=O)cc1 (stereo unspecified)	5	41	7.8	-7	1	11	5	-7	23
CCOc1ccc(C(=O)N2CCCCCC2)cc1	0	2	2.2	-9	9	-5	-3	5	0
O=C(CC(Cc1ccccc1)C(=O)O)Nc1cccc(C(F)(F)F)c1 (stereo unspecified)	-9	16	-0.4	6	21	-4	-8	7	9
O=C(NCc1ccccc1Cl)C1CCN(S(=O)(=O)c2ccc(F)cc2)CC1	13	-38	-0.6	-1	16	-2	2	27	-3
COc1ccc(-n2cnnc2SCCC#N)cc1	-5	-9	-0.3	14	2	-3	-6	-3	2
(listing goes on)
SMILES	EBI2 antag	Mdm2 MdmX PPI	UPR CHOP act	CCR6 antagonist	tim23-1 inh	APJ agonist	CXCR6 block	APJ antagonist	XBP1 UPR activ
COc1ccc(OC(C)c2nnc(N)s2)cc1 (stereo unspecified)	8	2	-0.5	-13	1	-3	5	1	-3
CCC(C(=O)NCc1ccco1)N(Cc1cccs1)C(=O)CNS(=O)(=O)c1ccccc1 (stereo unspecified)	-10	0	-0.3	2	1	-4	-5	-2	-3
Cc1cc(-n2c(C)cc(C(=O)COc3cc(F)ccc3[N+](=O)[O-])c2C)no1	29	-8	2.2	11	5	-5	6	-6	-3
C=CCN1C(=O)C(CC(=O)O)S/C1=N/N=C/c1ccc(N(CC)CC)cc1 (stereo unspecified)	7	-4	-0.4	9	36	-3	1	0	1
CCCCn1c(N)c(N(CCC(C)C)C(=O)COC(=O)c2ccc(CC)cc2)c(=O)[nH]c1=O	8	6	-0.7	8	6	-2	2	13	1
CC(C)Nc1nc(Cl)nc(NCCOc2ccccc2)n1	-4	-5	2.2	14	-12	-4	-4	22	3
N#Cc1ccc(/C=C/C(=O)c2ccccc2)cc1	7	35	6.0	34	23	1	21	5	-2
COc1cc(N)c(C(=O)c2nccc3cc(OC)c(OC)cc23)cc1OC	8	17	1.7	1	-1	0	8	-9	2
COc1ccc(NC(=O)COC(=O)CCCOc2ccc(Cl)cc2Cl)cc1	-8	3	0.7	-14	23	-4	9	-15	75*
COc1cccc(CNC(=O)Nc2cccs2)c1	-11	-7	1.1	-5	23	1	7	-44	-8
Cc1nn(-c2ccccc2)c2c1C(c1cccnc1)N1C=C(S(=O)(=O)N3CCCCC3)C=CC1=N2 (stereo unspecified)	-3	2	-1.1	1	0	-1	1	4	-2
CCOC(=O)C(NC(=O)NCc1ccccc1)(OCC)C(F)(F)F (stereo unspecified)	7	22	-1.4	-3	-2	-1	0	9	2
NC(=O)C1CCN(c2ccc(S(=O)(=O)N3CCCCC3)cn2)CC1	-2	-2	-1.2	3	-3	-2	-4	13	-2
COc1ccc([C@H]2CC(=O)C=C(c3ccc(C)c4ccccc34)C2)cc1	-6	10	-0.5	16	8	-3	3	-2	-3
CCNc1ccc(C(=O)OCC(=O)c2cc(C)n(Cc3ccc4c(c3)OCO4)c2C)cc1[N+](=O)[O-]	-15	20	-1.4	26	12	-4	7	7	-2
Cc1cccc(CSc2cccc3cccnc23)c1	45*	51*	407*	72*	51*	-14	66*	56*	5
